XBP1 UPR activ = adaptive UPR (XBP1) activation; CHO-XBP1 luciferase reporter, IRE1-XBP1 UPR activation, luminescence; percent of tunicamycin response, DMSO as zero; AID 463104; 0.33% of 330,000 active; activation, % at 20 µM;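 active = versus positive control, 20 µM dose yields 30% or more activation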;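 note: 100% = tunicamycin at 10 µg/mL and 0% = DMSO only wells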
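Material – CHO cell line with stable XBP1 luciferase reporter · Buffer or medium – F12 plus 10% FBS · Compound – single point, 20 µM final compound, 1% DMSO · Schedule – 16-18 h cell attachment at 37 °C, then 6 h compound exposure · Signal – Steady-Glo luminescence read · Benchmarks – high control tunicamycin 10 µg/mL final, low control DMSO vehicle only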
tim10-1 inh = growth inhibitors of tim10-1 mutant yeast; S. cerevisiae tim10-1 ts strain growth, BacTiter-Glo, 24 h; inhibition, % at 20 µM; 2.2% of 330,000 active;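 active = inhibition of at least 40%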;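 note: mutant grown at 25 °C; 0% = DMSO wells with yeast and 100% = wells holding no yeast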
NALP3 yeast inh = inhibitors of NALP3 inflammasome in yeast | Yeast reconstituted NLRP3/ASC/caspase-1, beta-gal luminescence, 24 h | inhibition, % at 10 µM | 0.39% of 330,000 active;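 active = inhibition of 50% or more; inactive = inhibition below 50%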;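 note: plate controls were induced DMSO wells for no effect and uninduced yeast grown without galactose for full effect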
NR3A LBD binder = NR3A (human) ligand-binding domain modulation; NR3A LBD differential scanning fluorimetry, Tm shift; 0% = protein alone, 100% = glycine-bound protein; Tm shift relative to glycine control, % at 25 µM; 2.5% of 340,000 active; AID 1259313;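 active = melting temperature shift of at least 10% of the positive control shift, at one fixed dose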
UPR CHOP act = activators of apoptotic arm of unfolded protein response (CHOP) | 0.34% of 330,000 active | CHO-CHOP luciferase reporter, UPR activation, luminescence; percent of tunicamycin response over DMSO baseline | activation, % at 10 µM;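 active = at 10 µM dose, activation of 40% or more, normalized to positive control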;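 note: 100% = tunicamycin at 10 µg/mL and 0% = DMSO alone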
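Assay system: CHO-CHOP cells, stable luciferase reporter of PERK-eIF2a-CHOP signalling / Buffer or medium: F12 plus 10% serum / Compound dosing: one dose, 10 µM in 0.5% DMSO / Times: 6 h compound treatment, 37 °C / Technique: luciferase luminescence / Read-out: % reporter activation, DMSO baseline versus tunicamycin full activation / Benchmarks: tunicamycin and DMSO controls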
APJ ag = APJ receptor agonism. P35414. CHO-K1 APJ PathHunter beta-arrestin, luminescence; 0% DMSO wells, 100% apelin. activation, % at 20 µM. 0.11% of 330,000 active. AID 2520;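 active = activation more than six SD over the plate average, tested at 20 µM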;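 note: 0% = DMSO alone and 100% = apelin-13 at 10 nM; some results filed as inactive read as strong as hits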
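assay system = CHO-K1 APJ beta-arrestin complementation cell line | input = cell density 1000 per well | dosing = compound 20 µM once, DMSO 1% | timing = compound 90 min 25 °C, reagent 1 h | measured by = luminescence from split beta-galactosidase complementation, Galacton Star/Emerald II substrate | read-out basis = APJ agonist activity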
Mdm2 MdmX PPI = human Mdm2/MdmX binding inhibition. AID 485346. inhibition, % at 8 µM. SaOS-2 split-luciferase Mdm2/MdmX complementation, luminescence. O15151+Q00987. 3% of 330,000 active;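 active = inhibition of at least 50% at 8 µM in the primary screen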
Target sequence (O15151 whole entry, looked up): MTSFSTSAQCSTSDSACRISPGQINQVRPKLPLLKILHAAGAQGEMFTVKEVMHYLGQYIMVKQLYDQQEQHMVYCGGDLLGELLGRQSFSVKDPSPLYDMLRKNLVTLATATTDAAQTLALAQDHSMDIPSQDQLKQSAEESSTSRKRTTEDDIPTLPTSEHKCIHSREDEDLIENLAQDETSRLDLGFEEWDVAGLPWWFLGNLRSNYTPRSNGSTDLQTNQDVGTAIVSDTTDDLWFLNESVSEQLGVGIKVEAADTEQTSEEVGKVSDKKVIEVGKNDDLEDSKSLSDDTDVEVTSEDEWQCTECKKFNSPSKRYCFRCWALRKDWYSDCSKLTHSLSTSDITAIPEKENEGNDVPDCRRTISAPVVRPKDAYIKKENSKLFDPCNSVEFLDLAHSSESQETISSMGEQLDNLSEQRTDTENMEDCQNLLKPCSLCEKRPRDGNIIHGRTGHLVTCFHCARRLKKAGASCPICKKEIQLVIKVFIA
Target sequence (Q00987 whole entry, looked up): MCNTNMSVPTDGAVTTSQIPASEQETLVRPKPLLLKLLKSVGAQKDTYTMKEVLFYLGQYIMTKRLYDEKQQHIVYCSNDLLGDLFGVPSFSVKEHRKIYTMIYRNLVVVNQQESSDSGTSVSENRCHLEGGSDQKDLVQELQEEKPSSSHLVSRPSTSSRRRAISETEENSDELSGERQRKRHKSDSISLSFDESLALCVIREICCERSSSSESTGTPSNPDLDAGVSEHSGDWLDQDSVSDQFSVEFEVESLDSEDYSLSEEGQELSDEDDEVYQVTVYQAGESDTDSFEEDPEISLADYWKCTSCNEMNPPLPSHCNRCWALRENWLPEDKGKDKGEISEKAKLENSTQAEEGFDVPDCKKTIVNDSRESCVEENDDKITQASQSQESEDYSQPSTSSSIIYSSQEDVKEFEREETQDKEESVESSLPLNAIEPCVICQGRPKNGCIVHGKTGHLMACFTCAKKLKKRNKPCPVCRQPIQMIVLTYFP
TIM10 inh = growth inhibitors of TIM10 yeast strain | 1.4% of 330,000 active | inhibition, % at 10 µM | S. cerevisiae TIM10 strain growth, BacTiter-Glo luminescence, 24 h | AID 463195;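 active = inhibition of 40% or more at the single tested concentration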;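 note: wild-type TIM10 isogenic control strain grown at permissive 25 °C; 0% = DMSO yeast wells and 100% = minimal medium wells without yeast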
tim23-1 inh = growth inhibitors of tim23-1 mutant yeast; 1.3% of 330,000 active; S. cerevisiae tim23-1 growth, BacTiter-Glo luminescence, 24 h; inhibition, % at 20 µM;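 active = growth inhibition of the mutant yeast at or above 50%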;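 note: temperature-sensitive mutant grown at 25 °C; plate controls were DMSO-treated mutant yeast for no effect and medium wells lacking yeast for full effect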
Active calls of the source: *; & = joins results of further samples. The order is random (roughly 8.2% active in at least one column).

SMILES	XBP1 UPR activ	tim10-1 inh	NALP3 yeast inh	NR3A LBD binder	UPR CHOP act	APJ ag	Mdm2 MdmX PPI	TIM10 inh	tim23-1 inh
C[C@@H](NC(=O)Cn1cnc2c(OCc3ccccc3)ncnc21)c1cccc2ccccc12	1	13	4	0	1.8	-3	21	0	8
Cc1ccc(OCc2ccc(C#N)cc2)c(C(=O)c2cc(C#N)c(=O)n(C3CC3)c2)c1	0	-11	10	1	2.8	-3	18	-13	1
CC1CCN(C(=S)NC(=O)c2cccc([N+](=O)[O-])c2)CC1	-2	29	20	-3	-1.7	-1	19	19	24
Cc1ccc2nc(NC(=O)/C=C/c3ccc4c(c3)OCO4)sc2c1	7	-2	1	36*	12	0	78*	-12	-22
O=C(NNC(=S)NCc1ccco1)c1ccc(S(=O)(=O)N2CCOCC2)cc1	3	24	10	3	-1.1	-3	22	-8	12
Cc1noc(C)c1COC(=O)Cc1ccc(Br)cc1	-2	-10	32	-2	0.5	-2	20	-4	8
Cc1cc(C(=O)CSc2nc3ccc(Cl)cc3[nH]2)c(C)n1CC1CCCO1 (stereo unspecified)	-9	0	13	-4	3.3	1	9	8	15
O=S(=O)(c1ccc(Cl)c(NC(=S)N/N=C/c2c(F)cccc2F)c1)N1CCOCC1	1	-9	30	-11	8.5	-3	50*	-6	-20
Cc1ccc(C2(C)NC(=O)N(CC(=O)N3CCc4ccccc43)C2=O)cc1 (stereo unspecified)	-1	-10	11	0	0.4	-1	12	-7	17
Cn1nc(C(F)(F)F)c(-c2ccc(Br)cc2)c1NC(=O)Nc1ccc(F)cc1F	-3	-14	19	9	1.2	6	91*	13	6
Cc1ccc(NC(=O)CCC(=O)OCC(F)(F)C(F)F)cc1	-2	-1	6	-5	0.1	1	-6	-1	10
Cc1ccc2c(c1)COc1c3ccc(C(=O)N4CCCCC4)cc3nn1-2	2	23	10	-1	4.1	-2	-133	21	27
Cc1cc(Cl)ccc1NC(=S)NCc1ccc(S(N)(=O)=O)cc1	-3	2	8	-4	-1.1	-2	10	0	3
Cc1ccccc1NC(=O)COC(=O)c1ccc(CSc2ccc(Cl)cc2)cc1	1	-3	16	12*	3.0	4	-11	11	21
CC(NC(=O)COC(=O)Cn1cnc2ccccc2c1=O)C1CC2CCC1C2 (stereo unspecified)	-1	28	11	-3	-0.8	-2	-4	3	26
Cc1c(CN2CCC(n3nccc3NC(=O)C3CC3)CC2)[nH]c2ccccc12	-4	-11	13	1	-2.7	0	23	11	-3
CCOC(=O)c1oc2ccccc2c1COC(=O)CNC(=O)c1ccccc1OC	0	32	28	5	1.1	-8	-13	8	26
CC(C)C(C(=O)NCc1ccco1)N(C(=O)CNS(=O)(=O)c1ccccc1)C1CCCC1 (stereo unspecified)	-1	3	9	7	-1.3	-1	-13	-5	-8
CC(OC(=O)c1cc(=O)[nH]c2ccccc12)C(=O)Nc1ccccc1F (stereo unspecified)	-2	-4	13	-2	0.0	-3	30	-3	-13
CCOc1cc(NC(=S)NC)c(OCC)cc1NC(=O)c1ccc(OC)cc1	-2	36	33	-2	0.3	-1	9	3	20
COc1cc(/C=C/C(=O)Oc2coc(CSc3ncccn3)cc2=O)cc(OC)c1OC	-2	18	2	1	-0.6	-4	9	36	9
COc1ccc2c(C=Nc3c(C)n(C)n(-c4ccccc4)c3=O)c(O)n(Cc3ccco3)c(=O)c2c1	1	28	16	0&1	2.0	-1	3	-13	15
COc1cc(/C=N/N(C)C2=NS(=O)(=O)c3ccccc32)cc(OC)c1OC	3	1	11	0	3.5	-1	18	11	5
Cc1csc(NC(=O)CCC(=O)N(CC(=O)NC2CCCCC2)c2ccccc2)n1	-5	-14	2	0	2.4	0	8	-1	3
CCc1cc(CNC(=O)c2ccc(OC3CCN(C(C)=O)CC3)c(OC)c2)on1	-2	6	18	0	2.3	0	-10	-2	-3

Brought forward from above: 3 entries; new compounds follow.
SMILES	XBP1 UPR activ	tim10-1 inh	NALP3 yeast inh	NR3A LBD binder	UPR CHOP act	APJ ag	Mdm2 MdmX PPI	TIM10 inh	tim23-1 inh
COc1cc(/C=N/N(C)C2=NS(=O)(=O)c3ccccc32)cc(OC)c1OC	3	1	11	0	3.5	-1	18	11	5
Cc1csc(NC(=O)CCC(=O)N(CC(=O)NC2CCCCC2)c2ccccc2)n1	-5	-14	2	0	2.4	0	8	-1	3
CCc1cc(CNC(=O)c2ccc(OC3CCN(C(C)=O)CC3)c(OC)c2)on1	-2	6	18	0	2.3	0	-10	-2	-3
Nc1cc(=O)[nH]c(SCC(=O)Nc2cccc(Cl)c2)n1	-4	6	-4	1	-0.4	-2	-2	-1	8
Cc1cccc2nc(-c3ccco3)c(Nc3ccc4c(c3)OCCO4)n12	1	31	2	0	4.1	-4	20	39	20
Cc1ccc(C)c(-c2nnc(NC(=O)c3ccc([N+](=O)[O-])o3)o2)c1	-6	6	18	-2	-0.6	12	19	-10	16
CCc1cccc2c(C(=O)CSc3nnc(-c4ccoc4C)n3C)c[nH]c12	0	1	11	-2	-0.5	-3	4	-2	21
CCOc1ccc(CN2CCNC(=O)C2CC(=O)NCCCC2CCCC2)cc1 (stereo unspecified)	-4	2	12	-7	1.3	-5	11	11	2
Cc1ccc(C)c(N2CCN(C(=O)CSc3ccsc3[N+](=O)[O-])CC2)c1	-1	2	15	-3	3.0	2	6	0	10
C=CCOc1ccc(Cl)cc1C(=O)O	-1	-12	29	0	-3.0	-4	-16	12	6
CS(=O)(=O)N(CC(=O)NC1CCCCC1)Cc1ccc(F)cc1	-3	6	3	-2	-0.6	-3	3	4	2
Cc1ccc(S(=O)(=O)c2c(C)nn(C(C)(C)C)c2OC(=O)C(C)C)cc1	-4	25	0	2	3.3	-1	39	11	37
CCC1=Nc2cc(C(=O)N3CCCCC3)ccc2Sc2ccc(C)cc21	-4	8	17	-1	0.0	1	28	8	8
Cc1occc1-c1nnc(SCC(=O)Nc2nc(-c3ccccc3)cs2)o1	1	0	6	0	3.8	-3	-44	-28	-17
O=C(Cc1ccccc1[N+](=O)[O-])Nc1nccs1	3	10	-1	-1	0.7	0	-2	13	22
Cc1ccc(S(=O)(=O)N2CCN(c3ncnc4ccccc34)CC2)cc1	-1	-10	27	0	7.1	0	31	-19	28
CCC(Sc1nc2c(c(=O)[nH]1)CCC2)C(=O)Nc1cccc(OC)c1 (stereo unspecified)	0	10	-8	1	0.6	-2	10	1	7
CCNC(=O)COc1ccc(C=O)cc1OC	-2	12	-14	-3	-1.2	-4	-14	9	7
O=C(Cc1ccc(Cl)cc1)Nc1ccc(C(=O)N2CCCCC2)cc1	0	13	8	-1	0.9	6	6	-6	-1
Cc1nc(-c2ccccc2)nc2n[nH]c(N)c12	9	20	13	0	3.2	-8	-8	12	7
CCCCn1c(SCC(=O)NCc2ccco2)nc2c(sc3ccccc32)c1=O	6	26	3	1	-2.8	-4	9	5	-11

In another format: 2 of the compounds above
structure: Cc1noc(C)c1COC(=O)Cc1ccc(Br)cc1
  XBP1 UPR activ = -2 | tim10-1 inh = -10 | NALP3 yeast inh = 32 | NR3A LBD binder = -2 | UPR CHOP act = 0.5 | APJ ag = -2 | Mdm2 MdmX PPI = 20 | TIM10 inh = -4 | tim23-1 inh = 8
structure: Cc1cc(C(=O)CSc2nc3ccc(Cl)cc3[nH]2)c(C)n1CC1CCCO1 (stereo unspecified)
  XBP1 UPR activ = -9 | tim10-1 inh = 0 | NALP3 yeast inh = 13 | NR3A LBD binder = -4 | UPR CHOP act = 3.3 | APJ ag = 1 | Mdm2 MdmX PPI = 9 | TIM10 inh = 8 | tim23-1 inh = 15

Of the compounds above, these contain a nitro group on carbon:
SMILES	XBP1 UPR activ	tim10-1 inh	NALP3 yeast inh	NR3A LBD binder	UPR CHOP act	APJ ag	Mdm2 MdmX PPI	TIM10 inh	tim23-1 inh
CC1CCN(C(=S)NC(=O)c2cccc([N+](=O)[O-])c2)CC1	-2	29	20	-3	-1.7	-1	19	19	24
Cc1ccc(C)c(-c2nnc(NC(=O)c3ccc([N+](=O)[O-])o3)o2)c1	-6	6	18	-2	-0.6	12	19	-10	16
Cc1ccc(C)c(N2CCN(C(=O)CSc3ccsc3[N+](=O)[O-])CC2)c1	-1	2	15	-3	3.0	2	6	0	10
O=C(Cc1ccccc1[N+](=O)[O-])Nc1nccs1	3	10	-1	-1	0.7	0	-2	13	22
